Compound activity: PubChem BioAssay, several laboratories
SDO1 yeast rescue – compounds rescuing growth of sdo1-depleted yeast, bone marrow failure model; S. cerevisiae sdo1-depleted JHY4D growth rescue, OD600 30 h; active compounds read high; pdr5 snq2 efflux-pump mutant strain; z-score at 10 µM; actives 0.21% (n = 140,000); AID 817;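 active = z-score above 3 at both the 24 hr and the 30 hr optical density reads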;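 also: z-score against mean and SD of all compound wells on the same plate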
INS promoter inh – TRM-6 insulin promoter activity inhibition; TRM-6 cells (human fetal islet line), insulin promoter-eGFP reporter, imaging; reporter expression induced with tamoxifen; inhibition, % at 2 µM; actives 0.9% (n = 130,000); AID 1273;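 active = inhibition above the mean plus 3 SD, with well images judged a real hit on visual review, cut at about 60% in these data, passing the limit was not always enough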
SDO1 yeast rescue Rescue 24 h – recorded beside SDO1 yeast rescue, whose call it bears; z-score; S. cerevisiae sdo1-depleted JHY4D growth rescue, OD600; measured here: growth rescue at 24 h;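 0 is the plate mean of compound wells and units are plate SD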
* = called active by the depositor; i = inactive; x = no result given; & = joins results of further samples; [ ] = dose if it differs, or a comment. These rows are one share of the data, so the mix of outcomes need not match the whole.

Values in the order: SDO1 yeast rescue	INS promoter inh	SDO1 yeast rescue Rescue 24 h
CCCCc1noc2c1/C(=N\O)CC(c1ccccc1)C2 (configuration not stated)
  -0.13	5	0.58
Cc1ccccc1NC(=S)N1CCN(C(=O)c2ccco2)CC1
  x	18	x
CC(=O)N1c2ccccc2C(C)(c2ccccc2)CC1(C)C (configuration not stated)
  -1.3	0	-1.7
O=C(COc1ccccc1)Nc1nnc(C23CC4CC(CC(C4)C2)C3)s1
  -1.3	-5	-0.34
CCCCCCCCCCC(=O)NNC(=O)c1c(O)c2ccccc2n(CC)c1=O
  x	11	x
CNC(=O)c1ccccc1NC(=O)c1cccc(S(=O)(=O)N2CCC(C)CC2)c1
  -0.03	-50	0.55
CC(=O)N1CCCc2ccccc21
  0.48	7	0.31
CC1CN(C(=O)c2cc3cc([N+](=O)[O-])ccc3s2)CC(C)O1 (configuration not stated)
  x	14	x
CCCCCCOc1ccc(C(=O)O)cc1C#N
  0.06	-36	0.69
CSc1nc(-c2ccccc2)nc2c1COC(C)(C)C2
  -1.1	-27	-1.3
CCc1ccc(C(CC(=O)c2ccc(Cl)cc2)C(=O)O)cc1 (configuration not stated)
  1	0	1.3
C=CCN1C(=O)/C(=C\C=C2\N(C)c3ccccc3C2(C)C)SC1=S
  0.57	i	3.2
CCn1c(SCC(=O)OC2CCCCC2)nc2ccccc2c1=O
  -1.3	-9	-1.5
CC(=O)N1N=C(c2ccc(C)o2)CC1c1ccc(F)cc1 (configuration not stated)
  1.2	67	-0.25
COc1cc(NC(=O)CSc2nc3cc(C)ccc3cc2C)c(C(=O)O)cc1OC
  -0.31	x	-0.51
CC(C)(C)NC(=O)CN(C(=O)CNC(=O)c1cccs1)c1ccc2c(c1)OCCO2
  0.34	16	-0.24
CC(C)c1nnc(SCC(=O)N2CCc3ccccc32)n1C
  0.62	58	0.17
Cc1ccccc1OCCC(=O)Nc1c(C)n(C)n(-c2ccccc2)c1=O
  0.01[6.4 µM]	x	-0.33
CCn1c(SCC(=O)N2CCc3ccccc32)nnc1-c1ccncc1
  0.07	21	-0.41
Cc1cc(Oc2ccc(=O)n(C)n2)nc(Oc2ccc(=O)n(C)n2)n1
  0.84	-12	0.8
CC(C)C(C)(C#N)NC(=O)CSc1nnc(-c2ccccc2)o1 (configuration not stated)
  0.73	-34	0.41
Cc1c(N=C2SCC(=O)N2/N=C/c2ccccc2)c(=O)n(-c2ccccc2)n1C
  0.18	x	-0.27
OC(CN1C2=NCCN2c2ccccc21)c1ccc(Br)cc1 (configuration not stated)
  0.66	3	0.43
COc1ccc(-c2cc(C(F)(F)F)nc(N3CCN(c4ccc(F)cc4)CC3)n2)cc1OC
  -0.25	-36	0.36
CC(C)(C)NC(=O)CCN(/N=C/c1ccc([N+](=O)[O-])o1)C1=NS(=O)(=O)c2ccccc21
  -0.87	-63	-1.5
CCOC(=O)C1CCCCN1C(=O)CCc1c(C)nc2ncnn2c1C (configuration not stated)
  0.22	-38	-0.21
COc1ccc2[nH]c(=O)c(CNc3cccc(C)c3)cc2c1
  -0.75	24	-1.8
Cn1cccc1CC(=O)N/N=C/C=C/c1ccccc1
  0.29	33	-0.6
CC(C)CNC(=O)CCCc1ccccc1
  1	x	1.4
COc1ccc(OC)c(C(C(=O)NCc2ccco2)N(C(=O)Cn2nnc3ccccc32)C(C)C)c1 (configuration not stated)
  -0.5	x	-0.19

Just SDO1 yeast rescue, for 6 of the compounds above:
SMILES,SDO1 yeast rescue
C=CCN1C(=O)/C(=C\C=C2\N(C)c3ccccc3C2(C)C)SC1=S,0.57
CCn1c(SCC(=O)OC2CCCCC2)nc2ccccc2c1=O,-1.3
CC(=O)N1N=C(c2ccc(C)o2)CC1c1ccc(F)cc1 (configuration not stated),1.2
COc1cc(NC(=O)CSc2nc3cc(C)ccc3cc2C)c(C(=O)O)cc1OC,-0.31
CC(C)(C)NC(=O)CN(C(=O)CNC(=O)c1cccs1)c1ccc2c(c1)OCCO2,0.34
CC(C)c1nnc(SCC(=O)N2CCc3ccccc32)n1C,0.62

Quoted from the listing.
`CNC(=O)c1ccccc1NC(=O)c1cccc(S(=O)(=O)N2CCC(C)CC2)c1` | SDO1 yeast rescue Rescue 24 h: 0.55
`CCn1c(SCC(=O)OC2CCCCC2)nc2ccccc2c1=O` | INS promoter inh: -9

More results
Values in the order: SDO1 yeast rescue	INS promoter inh	SDO1 yeast rescue Rescue 24 h
S=C(NCCN1CCOCC1)Nc1ccccc1Cl
  0.48	38	-0.1
O=C(Nc1nc2ccccc2s1)C1CC(=O)N(c2ccccc2)C1 (configuration not stated)
  -0.15&-0.33	0	-0.87&-1.1
c1ccc(CSCc2cn3ccccc3n2)cc1
  x	65	x
Cc1ccc(S(=O)(=O)N2CCOCC2)cc1NC(=O)COC(=O)CNC(=O)c1ccc(Oc2ccccc2)cc1
  0.79	5	0.52
COC(=O)C1=COC(C)C2CN3CCc4c([nH]c5ccccc45)C3CC12 (configuration not stated)
  0.87	x	1.4
COc1ccc(C2(C)NC(=O)N(Cc3cc(Cl)cc4c3OCOC4)C2=O)cc1OC (configuration not stated)
  -0.06	-100	0.39
COc1cc(NC(=O)C/C(C)=N/NC(=O)Cc2ccccc2)c(OC)cc1Cl
  0.94	-14	0.9
CSCCC(C(=O)O)N1C(=O)c2ccc(C(=O)O)cc2C1=O (configuration not stated)
  1	39	0.38
COc1cccc(NC(=O)Cc2cccs2)c1
  -0.23	0	-0.65
COc1coc(C(O)C[N+](=O)[O-])cc1=O (configuration not stated)
  1.5	x	0.66
Cc1cc(C)n2nc(-c3sccc3-n3cccc3)cc2n1
  -0.76	41	-0.6
NS(=O)(=O)c1ccc(NC(=O)C(Sc2ccccc2)c2ccccc2)cc1 (configuration not stated)
  0.46	x	0.27
Cc1cc(C)c2[nH]c(=O)c(C(c3nnnn3Cc3ccc4c(c3)OCO4)N3CCCC3)cc2c1 (configuration not stated)
  -1.2	0	-1.4
COc1ccc(OC)c(NC(=O)C2CC(=O)N(c3ccc(Br)cc3)C2)c1 (configuration not stated)
  -1.3	-47	-0.65
CCOC(=O)N1CCN(CC(=O)c2ccc3c(c2)CCN3)CC1
  0.56	36	0.58
CC1=NN(c2ccccc2)C(=O)C1N=Nc1ccc(C)cc1 (configuration not stated)
  x	-44	x
COc1ccc(OCCCC(=O)NCc2ccco2)cc1
  0.85	-11	0.48
CS(=O)(=O)N(CC(=O)NCc1ccco1)c1ccc(Cl)c(C(F)(F)F)c1
  -0.57	55	-0.56
COc1ccc(-c2nn(-c3ccccc3)cc2C(=O)Nc2nccs2)cc1OC
  -1.4	-362	-1.6
COc1cccc(/C=C/C(=O)NCCc2ccc(OC)c(OC)c2)c1
  0.33	x	0.04
O=C(Nc1nc2c(ccc3ccccc32)s1)c1ccco1
  -1.7	24	-1.1
O=C(Nc1ccn(Cc2ccccc2F)n1)c1ccc(COc2cc(Cl)ccc2Cl)o1
  -1.7	x	-1.3
CCOC(=O)CCC(NC(=O)c1ccccc1C(=O)NC(CCC(=O)OCC)C(=O)OCC)C(=O)OCC (configuration not stated)
  x	-79	x
Cc1nn(-c2ccccc2)c(C)c1C(=O)NCc1cccs1
  0.43	-10	0.29
Cc1ccc(S(=O)(=O)N2CCCC2C(=O)NC2=NCCS2)cc1 (configuration not stated)
  0.75	16	-0.29
COc1ccc(OC)c(S(=O)(=O)N2CCCCCC2)c1
  0.01	x	-0.92
Cc1nnc(Sc2cc(NCCO)c([N+](=O)[O-])c3nonc23)s1
  x	50	x
COc1ccc2ncc(S(=O)(=O)c3ccccc3)c(N3CCN(c4ccccc4)CC3)c2c1
  -0.34	25	-0.01
Cc1ccc(OCCOCCOc2cccc3cccnc23)c(Br)c1
  -1.7	-8	-0.41
COc1ccc(-c2nnc3ccc(SCC(=O)NCC4CCCO4)nn23)cc1 (configuration not stated)
  0.8	x	0.32

Next section.
Values in the order: SDO1 yeast rescue	INS promoter inh	SDO1 yeast rescue Rescue 24 h
COc1cccc(CN2CCN(Cc3ccc(O)c(OC)c3)CC2CCO)c1 (configuration not stated)
  x	-56	x
COC(=O)c1ccc(CSc2nnc(-c3ccncc3)n2Cc2ccccc2)o1
  0.17	x	0.37
COc1ccc(NS(=O)(=O)c2ccc(OC)c(NC(=O)CCC3CCCCC3)c2)cc1
  0.54	-27	1.1
COc1cccc(CN2C(=O)c3ccccc3C2C(=O)NCC2CCCO2)c1 (configuration not stated)
  -0.06	-32	0.66
COc1ccc(C)cc1NS(=O)(=O)c1cc(C)ccc1C
  -0.82	x	-0.28
CCCCNC(=O)CCCCC(=O)N/N=C/c1cccc(Cl)c1
  1.6	-46	2.9
CN(C)c1nc(-c2ccc([N+](=O)[O-])cc2)cs1
  -0.24	22	-1.3
COc1ccc(NC(=O)c2noc3c2CCC3)cc1
  0.19	-33	-0.33
CC1Oc2ccccc2N(CC(=O)NCCc2ccccc2)C1=O (configuration not stated)
  0.65	-3	1
Cc1cc(C(=O)COc2ncnc3sccc23)c(C)n1C1CC1
  -1.6	x	-1.2
O=C(Cn1cnc2c(nnn2Cc2ccc(Cl)cc2)c1=O)NCc1ccco1
  0.38	-22	-0.23
O=C(Nc1ncccc1O)c1cccc(S(=O)(=O)N2CCc3ccccc32)c1
  -0.7	39	-0.4
CCn1c(O)c(N=NC(=O)c2cccc(S(=O)(=O)N3CCCCC3)c2)c2ccccc21
  0.16	-4	0.19
O=C(NNS(=O)(=O)c1ccc(F)cc1)C1CCN(Cc2cccc(F)c2)CC1
  x	-36	x
Cc1cc(-c2ccccc2)nc(N(C)NC(=O)C(C)(C)C)c1S(C)(=O)=O
  x	0	x
CCC1(C(=O)OC)NC(c2ccccc2OC)C2C(=O)N(C)C(=O)C21 (configuration not stated)
  0.84	x	1.5
COc1ccc(CNC(=O)CCSCc2ccc(C)cc2)cc1
  x	47	x
CCOc1ccc(NC(=O)CSc2nnc(-c3ccncc3)n2CC2CCCO2)cc1 (configuration not stated)
  0.58	x	-0.04
CCc1ccccc1NC(=O)Cn1cccc1C1=NC(c2ccccc2)CO1 (configuration not stated)
  -0.47	-36	0.55
COc1cc(C(=O)O/N=C(\N)c2ccc([N+](=O)[O-])cc2)cc(OC)c1OC
  -0.34	-21	0.54
CC(C)c1cc(C(F)(F)F)n2nc(C(=O)O)cc2n1
  1.5	43	1.8
COc1ccc(S(=O)(=O)N(CCc2ccccc2)CC(=O)NCCCO)cc1
  -0.71	-15	-0.9
CCOc1ccc(-c2nc(C#N)c(NCc3ccc4c(c3)OCO4)o2)cc1
  0.14	x	2.6
Cc1cccc(C(=O)c2cnc3ccccc3c2-c2ccccc2)c1
  -1.2	-13	-0.79
O=c1ccc2cc3c([nH]c4ccc(Br)cc43)oc-2c1O
  0.02	-78	-0.11
O=C(Nc1ccc(S(=O)(=O)NCCc2ccccc2)cc1)c1ccc(Br)o1
  -1.3	-354	-2
CC(Oc1ccc(-c2ccccc2)c(F)c1)c1ccn(S(=O)(=O)c2ccc(Cl)cc2)n1 (configuration not stated)
  0.28	25	0.52
Cc1ccccc1C(=O)NC(=S)Nc1ccccc1[N+](=O)[O-]
  x	-12	x
O=C(Nc1cccc(S(=O)(=O)N2CCOCC2)c1)c1cc2c(s1)CCC2
  -0.48	64	2
O=c1[nH]c2ccccc2nc1/C=C(\O)C(F)F
  0.44	-10	0.1

One compound at a time, as listed above. Screens in order: SDO1 yeast rescue | INS promoter inh | SDO1 yeast rescue Rescue 24 h
Listed for COc1cccc(CN2C(=O)c3ccccc3C2C(=O)NCC2CCCO2)c1 (configuration not stated) = -0.06 | -32 | 0.66
Listed for O=c1[nH]c2ccccc2nc1/C=C(\O)C(F)F = 0.44 | -10 | 0.1
Listed for O=C(Nc1cccc(S(=O)(=O)N2CCOCC2)c1)c1cc2c(s1)CCC2 = -0.48 | 64 | 2
Listed for O=C(Nc1ccc(S(=O)(=O)NCCc2ccccc2)cc1)c1ccc(Br)o1 = -1.3 | -354 | -2
Listed for COc1ccc(S(=O)(=O)N(CCc2ccccc2)CC(=O)NCCCO)cc1 = -0.71 | -15 | -0.9

Following part:
Values in the order: SDO1 yeast rescue	INS promoter inh	SDO1 yeast rescue Rescue 24 h
COc1ccc(-c2cc(C(=O)NN)[nH]n2)cc1
  0.71	x	-0.08
O=[N+]([O-])c1ncn(Cc2ccccc2Cl)n1
  0.6	x	0.12
O=C(CSc1nc2ccccc2nc1SCC(=O)N1CCOCC1)N1CCOCC1
  0.99	35	1
Cc1noc2ncnc(Sc3ccc(Cl)cc3)c12
  -1.4	18	-1.5
O=C(CSc1ncccn1)NN=C1CCCCCCC1
  0.34	-20	0.16
S=C(NCc1ccco1)N1CCN(c2nc(-c3ccc(Cl)cc3)cs2)CC1
  x	-50	x
Cn1cccc1CC(=O)NNC(=S)Nc1ccc(Cl)cc1
  0.7	21	0.73
N#Cc1nc(-c2ccccc2Cl)oc1N1CCCCC1
  -1.3	x	-0.8
COc1cccc(NC(=O)N2CCCC2C(=O)NC(C)C)c1 (configuration not stated)
  -0.04	6	-0.6
COc1cc(NC(=O)c2ccccc2[N+](=O)[O-])ccc1NC(=O)C(C)C
  1.8	x	1.8
Clc1ccccc1CNc1ncnc2nc[nH]c12
  0.35	x	0.7
CCc1ccc(-n2c(C)cc(/C=N/NC(=O)OC)c2C)cc1
  -0.56	8	-0.75
Cc1ccc2c(c1)c1c(n2CC(O)Cn2nc(C)c(Br)c2C)C(=O)CCC1 (configuration not stated)
  -0.69	13	-0.05
Cc1cc2ccccc2n2c(SCC(=O)Nc3ccc(S(=O)(=O)N4CCC(C)CC4)cc3)nnc12
  -0.79	-24	-1.5
